Compound activity from PubChem.
HKDC1 inhibitor – inhibitors of human hexokinase HKDC1. recombinant HKDC1, G6PDH/diaphorase resazurin coupled fluorescence. inhibition, % at 20 µM. 340,000 tested, 0.16% active. AID 493160;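 active = inhibition above about 35% when tested at 20 µM, limit read from the data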;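 also: plate controls were DMSO wells with enzyme for no effect and DMSO wells lacking enzyme for full effect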
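Assay system: in-house recombinant HK5 (HKDC1) enzyme. Input: HKDC1 at 5 µg/mL. Medium: Tris pH 8.0 buffer with MgCl2, Tween-20, BSA, BME. Dosing: single 20 µM dose. Schedule: 90 min reaction incubation at room temperature, dark. Signal: resazurin-to-resorufin fluorescence via G6PDH and diaphorase coupling, 525/613 nm. Controls: DMSO-enzyme wells negative, buffer-substituted wells positive.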
PfG6PD inh – PfG6PD (Plasmodium falciparum) enzyme inhibition. inhibition, % at 20 µM. 350,000 tested, 0.78% active. PfGluPho enzyme, NADPH resazurin-diaphorase fluorescence;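 active = inhibition reaching at least a set limit at 20 µM in the primary screen, cut at about 59% in these data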;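 also: 0% = DMSO wells with substrate and 100% = DMSO wells lacking glucose-6-phosphate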
A3A deaminase – human APOBEC3A DNA deaminase inhibition. inhibition, % at 20 µM. AID 493011. P31941. recombinant A3A, FAM/TAMRA ssDNA deamination fluorescence. 330,000 tested, 0.41% active;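 active = at least 40% inhibition at 20 µM here, with at most 30% in a related deaminase screen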;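 also: plate controls were A3A with DMSO for no effect and wells lacking A3A enzyme for full effect; some results filed as inactive read as strong as hits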
mIAP act – mouse IAP activation; muIAP, CDP-Star luminescence, 30 min; active compounds read high; 1 = vehicle-only enzyme signal, 0 = enzyme-free wells; 330,000 tested, 0.24% active; activation factor at 10 µM;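 active = activation factor of at least 2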; also: the source names both 10 and 20 µM as test concentration; values of inactives mirror those of a sister screen read the other way
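Assay system: mouse IAP enzyme; reagent: chemiluminescent substrate CDP-Star; dosing: test compounds delivered from DMSO solution; schedule: 30 min at room temperature; measured by: luminescence from enzymatic CDP-Star hydrolysis; controls: DMSO-only wells and no-enzyme negative control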
hIAP inh – blocks human intestinal alkaline phosphatase | AID 2544 | 330,000 tested, 0.12% active | inhibition, % at 10 µM | purified IAP, CDP-Star luminescence, 30 min;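 active = inhibition reaching a set limit with compound at 10 µM in the primary screen, cut at about 35% in these data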;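 also: plate controls were DMSO wells with enzyme for no effect and no-enzyme buffer wells for full effect; values of inactives mirror those of a sister screen read the other way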
Target sequence (P09923 whole entry, looked up): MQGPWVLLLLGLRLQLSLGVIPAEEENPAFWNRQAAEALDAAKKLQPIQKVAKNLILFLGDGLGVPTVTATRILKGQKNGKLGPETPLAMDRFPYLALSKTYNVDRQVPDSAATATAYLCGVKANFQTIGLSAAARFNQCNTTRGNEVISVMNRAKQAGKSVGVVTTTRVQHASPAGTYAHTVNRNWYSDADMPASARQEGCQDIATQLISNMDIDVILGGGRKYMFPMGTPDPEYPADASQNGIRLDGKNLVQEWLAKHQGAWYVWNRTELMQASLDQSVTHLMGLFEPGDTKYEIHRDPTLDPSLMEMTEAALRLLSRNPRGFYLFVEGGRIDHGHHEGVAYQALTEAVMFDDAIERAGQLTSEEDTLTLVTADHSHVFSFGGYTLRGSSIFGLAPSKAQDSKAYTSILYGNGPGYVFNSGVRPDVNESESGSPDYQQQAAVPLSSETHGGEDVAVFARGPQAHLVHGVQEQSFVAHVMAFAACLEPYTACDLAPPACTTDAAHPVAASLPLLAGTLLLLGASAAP
ATG4B inh – blocks human ATG4B protease cleavage of LC3 substrate; ATG4B cleavage of LC3-PLA2, NBD-HPC fluorescence, 1 h; inhibition, % at 8.33 µM; 340,000 tested, 0.51% active; in the data active = inhibition above about 40%
Target sequence (Q9Y4P1 whole entry, looked up): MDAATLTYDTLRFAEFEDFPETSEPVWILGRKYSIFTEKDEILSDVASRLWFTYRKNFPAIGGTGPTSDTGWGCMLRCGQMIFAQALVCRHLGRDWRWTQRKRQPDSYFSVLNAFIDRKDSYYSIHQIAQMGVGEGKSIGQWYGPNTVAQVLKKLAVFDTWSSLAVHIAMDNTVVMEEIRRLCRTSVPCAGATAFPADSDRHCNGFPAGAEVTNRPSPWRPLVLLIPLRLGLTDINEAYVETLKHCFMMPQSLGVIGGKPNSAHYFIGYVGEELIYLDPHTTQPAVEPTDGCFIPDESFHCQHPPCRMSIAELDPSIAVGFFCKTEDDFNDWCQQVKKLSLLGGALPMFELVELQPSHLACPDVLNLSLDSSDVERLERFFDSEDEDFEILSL
mIAP inh – blocks mouse intestinal alkaline phosphatase; AID 2806; purified mouse IAP, CDP-Star luminescence, 30 min; 330,000 tested, 0.2% active; inhibition, % at 10 µM;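 active = inhibition of at least 40% at 10 µM in the primary screen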;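 also: plate controls were DMSO with enzyme for no effect and no enzyme wells for full effect; values of inactives mirror those of a sister screen read the other way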
hIAP act – human IAP activation; activation factor at 10 µM; purified human IAP, CDP-Star luminescence, 30 min; active compounds read high; 1 = vehicle-only enzyme, 0 = enzyme-free background; 330,000 tested, 0.16% active; AID 2524; P09923;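 active = activation factor of the enzyme at least 2-fold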; also: the source names both 10 and 20 µM as test concentration; values of inactives mirror those of a sister screen read the other way
An asterisk follows results filed as active; & = joins results of further samples.

SMILES | HKDC1 inhibitor | PfG6PD inh | A3A deaminase | mIAP act | hIAP inh | ATG4B inh | mIAP inh | hIAP act
COc1ccc(S(=O)(=O)Nc2nc3c(s2)CCCC3)cc1 | -2.0 | -24.3 | -3.6 | 1.05 | 3.6 | -1.1 | -5.5 | 0.964
CCCCn1c(N)c(N(CC(C)C)C(=O)c2ccc(F)c(S(=O)(=O)N3CCOCC3)c2)c(=O)[nH]c1=O | -4.6 | -12.6 | 0.3 | 0.914 | 0.5 | -3.2 | 8.6 | 0.995
COc1ccc2nc(NC(=O)CSCc3c(C)noc3C)sc2c1 | 2.9 | -9.0 | 1.7 | 0.936 | 6.4 | -1.2 | 6.4 | 0.936
CC(C)NC(=O)N(C)C[C@H]1Oc2ccc(NS(=O)(=O)c3cccs3)cc2C(=O)N([C@H](C)CO)C[C@@H]1C | -1.2 | -7.3 | 0.2 | 0.999 | 16.8 | -0.6 | 0.1 | 0.832
O=C(/C=C/c1cccc(F)c1)OCC(=O)N1CCc2ccccc21 | -3.6 | 9.9 | -2.2 | 0.891 | 6.5 | -4.7 | 10.9 | 0.935
O=C(Sc1nnc(-c2ccccc2)o1)N1c2ccccc2Sc2ccccc21 | 37.2* | 27.3 | -1.9 | 0.867 | 14.4 | 1.1 | 13.3 | 0.856
Cc1ccc(-c2cc(C(=O)O)c3cc(Br)ccc3n2)s1 | 3.4&2.8 | 46.5&48.9 | 1.5&4.0 | 1.08 | -5.2 | 3.5&10.2 | -6.5 | 1.15
N=c1c(C(=O)NCc2ccco2)cc2c(=O)n3ccccc3nc2n1CCc1ccccc1 | 6.0 | 5.5 | -13.3 | 0.884 | 3.7 | -8.3 | 11.6 | 0.963
N/C(=N\OC(=O)CCC(=O)O)c1ncc(C(F)(F)F)cc1Cl | 12.7 | -2.5 | -1.0 | 0.98 | 11.9 | -9.8 | 2.0 | 0.881
O=C(Nc1ccc2c(c1)CCC2)C1COc2ccccc2O1 (stereo not given) | 0.1 | 3.5 | 8.2 | 1.04 | 8.8 | 8.5 | -4.3 | 0.912
CN(C)C(=O)NC(Nc1ccc(Cl)cc1Cl)C(Cl)(Cl)Cl (stereo not given) | -6.7 | 18.3 | -2.6 | 1.02 | 6.4 | -6.0 | -1.7 | 0.936
Cc1cc(C)n2nc(SCC(=O)Nc3ccccc3)nc2n1 | 0.8 | -23.2 | -0.9 | 1.01 | 4.2 | 3.2 | -1.2 | 0.958
CCc1ccc(-c2nc(CN3CCC(C(=O)N4CCN(c5ccccn5)CC4)CC3)c(C)o2)cc1 | 3.3 | 2.6 | -2.6 | 1.12 | 2.5 | -20.8 | -12.4 | 0.975
O=C(CSc1cn(CC(=O)N2CCCCC2)c2ccccc12)NCC1CCCO1 (stereo not given) | -9.5 | 3.5 | 2.9 | 0.968 | 6.2 | -8.6 | 3.2 | 0.938
O=C(NC1CCCC1)C1CCCN(S(=O)(=O)c2cnc[nH]2)C1 (stereo not given) | -3.9 | -1.7 | -5.3 | 0.97 | -1.4 | -10.0 | 3.0 | 1.01
O=C(O)c1ccc2c(=O)n(Cc3ccccc3)c(SCc3ccc([N+](=O)[O-])cc3)nc2c1 | 12.6 | -44.5 | -3.2 | 0.888 | 18.4 | 3.3 | 11.2 | 0.816
CCN(CC)S(=O)(=O)c1ccc2oc(C(=O)NCc3ccc(C)cc3)c(C)c2c1 | -5.0 | 26.7 | 2.8 | 0.97 | 0.8 | -13.9 | 3.0 | 0.992
Cc1ccc(/C=N/NC(=O)c2nnn(-c3nonc3N)c2CSc2ccccc2)o1 | 3.0 | 19.1 | -0.6 | 0.9 | 16.1 | -9.1 | 10.0 | 0.839
CCOC(=O)N1CCN(C(=O)C(CC(C)C)NS(=O)(=O)c2ccc(C)cc2)CC1 (stereo not given) | -6.9 | -2.1 | -4.1 | 1.03 | 4.7 | -10.0 | -3.5 | 0.953
C#CC1(O)CC(C)N(C)C(C)C1 (stereo not given) | 1.8 | 2.9 | 0.3 | 0.99 | -1.8 | -6.0 | 1.0 | 1.02
O=C(C/C=N/OCc1ccc(F)cc1Cl)c1cnc(-c2ccccc2)s1 | -1.2 | -3.8 | -2.3 | 0.807 | 5.2 | 6.8 | 19.3 | 0.948
CC(=O)N1c2ccc(S(=O)(=O)N3CCC(C(=O)N4CCC(C)CC4)CC3)cc2CC1C (stereo not given) | 4.1 | -19.6 | 3.8 | 1.04 | 20.7 | -2.1 | -4.5 | 0.793
COc1ccc2oc3ccccc3c(=O)c2c1 | -1.1 | 12.9 | 1.1 | 1.09 | 11.2 | 6.5 | -9.3 | 0.888
CCC(Oc1ccc(C)cc1)C(=O)Nc1ccc(S(=O)(=O)Nc2cc(C)on2)cc1 (stereo not given) | 6.0 | -21.8 | 0.5 | 1.08 | -0.4 | -5.5 | -8.1 | 1
CCOc1ccc(NC(=S)N2CCC(N(C)CCN3CCOCC3)CC2)cc1 | -7.2 | -6.1 | -5.1 | 1.19 | -10.8 | 3.3 | -18.6 | 1.11
O=S(=O)(NC1CCCCC1NS(=O)(=O)c1ccc(F)cc1)c1ccc(F)cc1 (stereo not given) | -6.0 | -1.7 | 3.8 | 1.03 | -5.8 | -8.3 | -3.4 | 1.06
Cc1noc(C)c1NC(=O)N(C)C[C@H]1Oc2c(NS(=O)(=O)c3cccs3)cccc2C(=O)N([C@H](C)CO)C[C@@H]1C | -0.6 | -20.8 | -3.4 | 1.06 | 8.4 | -7.4 | -6.0 | 0.916
O=C(CN(c1ccc(F)cc1)S(=O)(=O)c1ccc2c(c1)OCCO2)NCc1ccccn1 | -2.0 | 0.0 | -1.7 | 0.954 | -13.0 | 1.5 | 4.6 | 1.13
N#Cc1cccc(NC(=O)CCn2ccnc2)c1 | -3.0 | -20.8 | -1.0 | 1.05 | 3.2 | -6.9 | -4.7 | 0.968
C[C@H](NS(=O)(=O)c1ccccc1F)C(=O)OCC(=O)N1CCc2ccccc21 | 0.9 | -11.2 | 7.8 | 0.992 | -6.5 | 4.3 | 0.8 | 1.06
CCOc1ccc(C(=O)N2CCN(CC(=O)N3CCCC3)CC2)cc1OCC | -6.2 | -3.8 | -0.7 | 1.01 | 3.3 | -4.2 | -1.1 | 0.967
Cn1c(=O)[nH]c2cc(Cl)cnc21 | 1.7 | 1.1 | -0.4 | 0.984 | 1.2 | -5.7 | 1.6 | 0.988
COc1ccc(C2=Nc3ccc(C)cc3C(c3ccccc3)N2CC(=O)NN)cc1 (stereo not given) | -12.6 | 12.4 | 2.3 | 1.02 | 0.4 | 1.1 | -1.7 | 0.996
Cc1ccc(N2CN=C3SCC(=O)N3C2)cc1C | -10.4 | -2.4 | -1.5 | 0.92 | -5.0 | -9.4 | 8.0 | 1.05
Cc1ccc(S(=O)(=O)Nc2ccc(-c3nnc(SCc4ccccc4Cl)o3)cc2)cc1 | 15.2 | -10.8 | -2.2 | 0.946 | 17.8 | 51.5* | 5.4 | 0.822
CC(C)CNS(=O)(=O)c1cc2c3c(c1)CCC(=O)N3CCC2 | -1.7 | -31.0 | -7.0 | 1.09 | -22.9 | -0.9 | -9.4 | 1.23
COCCCNCCOCCOc1ccc(C)cc1[N+](=O)[O-] | 0.6 | -2.7 | -3.4 | 1.01 | 15.9 | -0.8 | -1.5 | 0.841
C#C[C@]1(O)CCC2C3CCC4=Cc5oncc5CC4(C)C3CCC21C (stereo not given in full) | -0.5 | 17.6 | 2.0 | 1.03 | 3.2 | -4.1 | -2.9 | 0.968
Cc1ccc(NC(=O)c2cc(S(=O)(=O)N3CCc4ccccc43)cn2C)cc1C | -0.1 | 24.2 | 1.2 | 1.57 | 1.5 | -3.8 | -57.4 | 0.985
O=C(CC(NCc1ccccn1)C(=O)O)Nc1ccccc1Cl (stereo not given) | -2.3 | -27.4 | -1.7 | 1.02 | -21.7 | 10.5 | -2.2 | 1.22

A few values from the list.
Reading for `COc1ccc(C2=Nc3ccc(C)cc3C(c3ccccc3)N2CC(=O)NN)cc1` (stereo not given) in PfG6PD inh: 12.4
Reading for `O=C(CC(NCc1ccccn1)C(=O)O)Nc1ccccc1Cl` (stereo not given) in mIAP act: 1.02

More structures follow:
SMILES | HKDC1 inhibitor | PfG6PD inh | A3A deaminase | mIAP act | hIAP inh | ATG4B inh | mIAP inh | hIAP act
CCN1CCN(C(=O)c2ccc3c(=O)n(CCc4ccccc4)c(=O)[nH]c3c2)CC1 | 1.8 | 1.9 | -2.8 | 0.939 | 10.6 | -3.8 | 6.1 | 0.894
O=S(=O)(NC1=NCCC1)c1cccc(NC(=S)NCCc2ccccc2)c1 | -7.4 | 8.2 | -1.5 | 1.22 | 9.8 | -2.9 | -21.5 | 0.902
OCCC1CN(Cc2nc3c(s2)CCCC3)CCN1CCc1ccccc1 (stereo not given) | 1.6 | 5.8 | -4.0 | 0.962 | 12.9 | -7.4 | 3.8 | 0.871
COc1ccc(N2Cc3ccccc3C2=O)cc1 | -2.1 | 12.2 | -0.5 | 1.06 | 10.1 | -6.1 | -6.1 | 0.899
COc1ccccc1-c1nc2ccccc2c(=O)n1O | -1.3 | -13.9 | -1.9 | 0.918 | 3.7 | 7.9 | 8.2 | 0.963
COc1ccc(C(=O)Nc2ccc(S(=O)(=O)Nc3cc(C)nc(C)n3)cc2)c(OC)c1 | -2.0 | -27.0 | 0.6 | 1.07 | -1.7 | -8.7 | -6.7 | 1.02
CN(Cc1ccccc1)S(=O)(=O)c1ccc(NS(C)(=O)=O)cc1 | 1.2 | -27.4 | 0.3 | 1.15 | -12.6 | 4.0 | -15.3 | 1.13
COc1ccc(N2CCN(C(=O)c3sc4nc(-c5ccc(F)cc5)cn4c3C)CC2)cc1 | 5.5 | 1.3 | 2.8 | 1.02 | 1.5 | 1.1 | -1.8 | 0.985
CCCn1c(=O)c2ccccc2n2c(Sc3nnnn3-c3ccccc3)nnc12 | 6.7 | -6.6 | -0.4 | 0.995 | 5.2 | -5.9 | 0.5 | 0.948
Cc1ccc(/C=N/N2CCN(c3ccncc3S(=O)(=O)N3CCCCC3)CC2)cc1 | -1.1 | 5.7 | -5.9 | 0.956 | -49.5 | 2.3 | 4.4 | 1.5
Cc1cc(NC(=O)CSc2nnc(-c3cccs3)n2N)no1 | -8.7 | -8.5 | 4.3 | 0.989 | -9.6 | -3.6 | 1.1 | 1.1
CCN(CC(=O)NCc1ccc(F)cc1)CC(=O)Nc1ccc(Br)cc1F | -5.5 | -8.9 | 2.1 | 1.03 | -9.5 | 2.1 | -2.9 | 1.09
COc1ccc2sc(-c3ccc(S(C)(=O)=O)cc3)c(C(=O)NCCc3c[nH]c4ccccc34)c2c1 | 8.7 | 12.9 | -3.0 | 1.01 | -8.3 | -26.4 | -1.3 | 1.08
O=C(/C=C/c1cccc(Cl)c1)NCCc1ccccc1 | -9.0 | -2.9 | -0.8 | 0.769 | 9.7 | -2.9 | 23.1 | 0.903
CCN(CC)S(=O)(=O)c1ccc(Cl)c(C(=O)NCCN2CCOCC2)c1 | -15.4 | 8.4 | -2.4 | 1 | -6.9 | -6.3 | -0.4 | 1.07
CN(c1ccccn1)c1ncnc2[nH]ncc12 | -3.8 | -0.9 | 0.2 | 0.997 | -7.2 | -0.3 | 0.3 | 1.07
CS(=O)(=O)c1cnc(-c2ccccc2)nc1Sc1ccc(F)cc1 | -5.5 | -2.5 | -0.7 | 1 | 5.8 | 5.0 | -0.1 | 0.942
Cc1ccc(C2(C)NC(=O)N(CC(=O)N3CCN(S(=O)(=O)c4ccc(Cl)s4)CC3)C2=O)cc1 (stereo not given) | -2.1 | -9.6 | -1.1 | 0.943 | -28.4 | -5.6 | 5.7 | 1.28
